High-throughput results: PubChem BioAssay, Sanford-Burnham Center for Chemical Genomics
GPR55 beta-arrestin = selective activators of receptor GPR55 – imaging, U2OS cells, beta-arrestin-GFP redistribution, primary screen (AID 1961). U2OS GPR55 beta-arrestin-GFP redistribution imaging; higher % means a stronger effect. one-dose activation, % at 10 µM; EC50 in µM for titrated hits. hit rate 0.048% among 290,000;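 active = activation above 40% with more than 50 cells counted in the well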;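 also: U2OS osteosarcoma cells stably expressing GPR55 and beta-arrestin-GFP; plate controls were DMSO negative control for no effect and LPI positive control for full effect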
GPR55 LPI antagonism = inhibition of LPI-stimulated GPR55 beta-arrestin translocation – imaging, U2OS, beta-arrestin-GFP, LPI agonist, primary screen (AID 2013) | U2OS GPR55 beta-arrestin-GFP translocation imaging, LPI antagonism; higher % means a stronger effect | hit rate 0.13% among 290,000 | one-dose inhibition, % at 10 µM; IC50 in µM for titrated hits;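 active = spots per cell inhibited over 60%, with over 100 cells counted and total cytoplasm intensity under 500,000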;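 also: U2OS cells stably carrying GPR55 and arrestin-GFP stimulated by 5 µM LPI near EC80; imaged beta-arrestin-GFP aggregate spots per cell after agonist stimulation; plate controls were LPI-stimulated DMSO wells for no effect and DMSO wells without LPI for full effect; some results filed as inactive read as strong as hits; confirmed hits need IC50 under 10 µM and bright autofluorescent wells are also inconclusive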
AID2073 = disruptors of CaV2.2 binding to Mint1 – biochemical, HTRF (AID 2073); HTRF protein-protein interaction, Mint1-CaV2.2; higher % means a stronger effect; inhibition, % at 20 µM; hits with a dose series show IC50 in µM; hit rate 0.19% among 290,000; in the data active = inhibition mostly above about 51%, no sharp cut-off; also: some results filed as inactive read as strong as hits
KOR beta-arrestin-1 = KOR agonists, beta-arrestin recruitment, primary screen, cell-based, luminescence, uHTS (AID 1777); KOR beta-arrestin recruitment, luminescence; higher % means a stronger effect; hit rate 0.02% among 280,000; one-dose activation, % at 10 µM; EC50 in µM for titrated hits; in the data active = activation above about 50%, passing the limit was not always enough; also: a part of the inactive calls stands beside numbers as strong as those of hits
HIV fusion peptide = inhibitors of HIV fusion peptide binding, primary screen, biochemical, uHTS, fluorescence dequenching (AID 1986). cell-free peptide binding, fluorescence dequenching, 30 min; higher % means a stronger effect. one-dose inhibition, % at 20 µM; IC50 in µM for titrated hits. hit rate 0.3% among 290,000; in the data active = inhibition mostly above about 52%, no sharp cut-off; inactive = mostly below about 76%; also: some results filed as inactive read as strong as hits
KOR beta-arrestin-2 = KOR antagonists, beta-arrestin recruitment, cell-based, luminescence, uHTS (AID 1778); KOR beta-arrestin recruitment, luminescence, antagonist mode; higher % means a stronger effect; hit rate 0.091% among 290,000; inhibition, % at 10 µM, or IC50 in µM where a hit was titrated; in the data active = inhibition above about 50%; also: strong numbers were not always called active
NOD1 NF-kB reporter = NOD1 signaling inhibitors, primary screen, cell-based, luminescence, uHTS (AID 1578); NOD1-driven NF-kB luciferase reporter cells, luminescence; higher % means a stronger effect; inhibition, % at 4 µM, or EC50 in µM where a hit was titrated; hit rate 1% among 290,000; in the data active = inhibition mostly above about 36%, no sharp cut-off; inactive = mostly below about 34%;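 also: HEK-293T reporter cells stimulated with the NOD1 agonist gamma-tri-DAP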
SIAH1 antagonists = blockers of Siah-1 interaction with plectin peptide – biochemical, fluorescence polarization, rhodamine-plectin, uHTS, primary screen (AID 1817) | hit rate 0.02% among 290,000 | Siah-1 / rhodamine-plectin peptide fluorescence polarization; higher % means a stronger effect | one-dose displacement, % at 20 µM; IC50 in µM for titrated hits;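 active = displacement of at least 50% at 20 µM, with a fluorescence ratio check between 0.3 and a set limit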;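 also: plate controls were Siah plus tracer with DMSO for no effect and tracer alone without Siah for full effect; strong numbers were not always called active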
GPR35 antagonists = inhibition of zaprinast-stimulated GPR35 beta-arrestin translocation – imaging, U2OS, beta-arrestin-GFP, zaprinast agonist, primary screen (AID 2058). U2OS GPR35 beta-arrestin-GFP translocation imaging, zaprinast antagonism; higher % means a stronger effect. hit rate 0.052% among 290,000. inhibition, % at 10 µM, or IC50 in µM where a hit was titrated;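 active = inhibition of at least 50% with at least 30 cells and total cytoplasm GFP at most 10,000,000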
Numbers without * were called inactive; . = not tested or not shown; [ ] = remark or other dose. Only part of the results is shown. The share of hits here may be higher or lower than overall.

item	SMILES	GPR55 beta-arrestin	GPR55 LPI antagonism	HIV fusion peptide	KOR beta-arrestin-1	AID2073	NOD1 NF-kB reporter	GPR35 antagonists	SIAH1 antagonists	KOR beta-arrestin-2
1	O=C(C1CCC(CNc2c(N3CCCCC3)c(=O)c2=O)CC1)N1CCCC1 (configuration not stated)	-0.1%	14%	0.4%	0.1%	19%	-14%	4%	-1%	-16%
2	Cc1onc(-c2ccccc2Cl)c1C(=O)Oc1cc(N)n(S(=O)(=O)c2ccc(F)cc2)n1	-0.1%	-13%	-0.2%	-0.5%	-14%	54%	9%	-1%	20%
3	C#CCN1C(=O)C(O)(CC(=O)c2ccc(OC)c(OC)c2)c2ccccc21 (configuration not stated)	0.2%	-3%	0.5%	0.8%	-2%	-14%	-4%	-2%	-2%
4	C/C(=N\NC(=O)c1sccc1-n1cccc1)c1cccs1	-0.2%	6%	-1.8%	-3.2%	4%	-58%	-6%	9%	26%
5	Cc1cc2c(cc1C)/C(=N/NC(=O)c1ccccn1)CCC2	0.0%	3%	-0.4%	7.2%	-1%	-6%	2%	3%	-1%
6	CCn1cc(S(=O)(=O)CC(=O)Nc2ccc(OC)cc2)c2ccccc21	-0.1%	-1%	2.0%	-1.8%	-2%	4%	17%	-2%	-1%
7	COc1ccc(OCC(=O)NC(=S)Nc2ccc(S(=O)(=O)Nc3cc(OC)nc(OC)n3)cc2)cc1	-0.2%	0%	19%	-2.3%	0%	-13%	5%	1%	24%
8	CN1CCc2c(sc(NC(=O)c3ccc(S(=O)(=O)N4CCc5ccccc54)cc3)c2C(N)=O)C1	-0.1%	13%	140%	26%	-1%	-10%	-2%	7%	-74%
9	Nc1nnc(SCc2cc3c(cc2Cl)OCO3)s1	-0.1%	1%	-2.4%	-1.9%	5%	-30%	-12%	6%	12%
10	COc1ccc(CCNC(=O)CN(c2cc([N+](=O)[O-])ccc2OC)S(C)(=O)=O)cc1OC	-0.1%	3%	0.0%	3.0%	-6%	-23%	22%	3%	-3%
11	O=C(/C=C/c1ccco1)N1CCc2ccccc21	0.3%	1%	9.6%	-3.4%	32%	-46%	26%	4%	-11%
12	CCCc1cc(=O)oc2cc(C)cc(OCC(=O)Nc3ccc(CN4CCOCC4)cc3)c12	-0.2%	0%	0.5%	-0.1%	21%	-12%	-13%	0%	2%
13	COc1cc(/C=N/NS(=O)(=O)c2ccccc2)ccc1OS(=O)(=O)c1ccc(C)cc1	0.0%	-1%	-2.3%	2.7%	-2%	-6%	-1%	12%	-32%
14	CCCCN1C(=O)/C(=C/C=C2/C=Cc3ccccc3N2CC)SC1=S	0.0%	2%	-2.8%	.	3%	-4%	6%	-15%	16%[20 µM]
15	COc1ccc(-c2noc(CSc3nnc(Cc4ccccc4)n3-c3cccc(C)c3)n2)cc1OC	0.2%	28%	0.4%	-2.8%	-6%	-26%	-16%	3%	28%
16	CCCC(=O)c1ccc(N2CCCCC2)c(F)c1	-0.1%	-1%	-0.9%	-1.3%	-4%	-35%	8%	3%	-1%[20 µM]
17	Oc1ccc(Nc2nc(NCC3CCCO3)c3ccccc3n2)cc1 (configuration not stated)	-0.2%	15%	-0.5%	-3.1%	-6%	3%	-1%	-2%	15%
18	CC1(C)N=C(SCC(=O)Nc2ccc(Cl)cc2Cl)C(c2ccccc2)=N1	0.9%	12%	0.5%	-1.1%	0%	15%	-7%	2%	-16%
19	Cc1c(C(=O)N(CCc2ccccc2)Cc2ccccc2)cccc1[N+](=O)[O-]	-0.1%	1%	0.1%	0.6%	-4%	-19%	-2%	-4%	4%
20	C#CCOCCOCCOCCNc1nc(N2CCN(C(=O)[C@H](Cc3cc4ccccc4[nH]3)n3cc([C@@H](N)C(C)CC)nn3)CC2)nc(N2CCN(C(=O)[C@H](Cc3cc4ccccc4[nH]3)n3cc([C@@H](N)Cc4ccc(O)cc4)nn3)CC2)n1 (some centres not stated)	0.2%	13%	1.1%	1.0%	29%	7%	14%	-3%	-7%
21	CCN1C(=NCCOC)N[C@@H](CCc2ccccc2)[C@H](C(=O)OC)[C@H]1C	0.0%	-3%	2.8%	3.2%	3%	-17%	9%	-2%	-2%[20 µM]
22	Cn1c(Cl)c(/C=N/OC(=O)C(C)(C)C)c2ccccc21	0.0%	6%	0.5%	-1.0%	-6%	-25%	7%	14%	-8%
23	COc1ccc(CN2C(=O)[C@@H]3C(c4ccc(F)cc4)=NO[C@@H]3C2=O)cc1	-0.1%	-5%	0.5%	-4.9%	0%	-17%	18%	-2%	8%
24	CCN(CC)CCNC(=O)C(=O)Nc1cc2c3c(c1)CCC(=O)N3CCC2	0.1%	5%	-1.1%	-1.7%	-2%	0%	-8%	-4%	8%
25	CCC(c1nnnn1CCOC)N(Cc1cc2c(C)cc(C)cc2[nH]c1=O)CC1CCCO1 (configuration not stated)	0.3%	1%	2.0%	-0.2%	2%	7%	8%	5%	7%

Some of these compounds in order of molecular weight, largest number first.
item	SMILES	GPR55 beta-arrestin	GPR55 LPI antagonism	HIV fusion peptide	KOR beta-arrestin-1	AID2073	NOD1 NF-kB reporter	GPR35 antagonists	SIAH1 antagonists	KOR beta-arrestin-2
12	CCCc1cc(=O)oc2cc(C)cc(OCC(=O)Nc3ccc(CN4CCOCC4)cc3)c12	-0.2%	0%	0.5%	-0.1%	21%	-12%	-13%	0%	2%
1	O=C(C1CCC(CNc2c(N3CCCCC3)c(=O)c2=O)CC1)N1CCCC1 (configuration not stated)	-0.1%	14%	0.4%	0.1%	19%	-14%	4%	-1%	-16%
17	Oc1ccc(Nc2nc(NCC3CCCO3)c3ccccc3n2)cc1 (configuration not stated)	-0.2%	15%	-0.5%	-3.1%	-6%	3%	-1%	-2%	15%
4	C/C(=N\NC(=O)c1sccc1-n1cccc1)c1cccs1	-0.2%	6%	-1.8%	-3.2%	4%	-58%	-6%	9%	26%
22	Cn1c(Cl)c(/C=N/OC(=O)C(C)(C)C)c2ccccc21	0.0%	6%	0.5%	-1.0%	-6%	-25%	7%	14%	-8%

Later entries.
item	SMILES	GPR55 beta-arrestin	GPR55 LPI antagonism	HIV fusion peptide	KOR beta-arrestin-1	AID2073	NOD1 NF-kB reporter	GPR35 antagonists	SIAH1 antagonists	KOR beta-arrestin-2
26	OC(c1ccccc1)(c1ccccc1)C1CCN(C(=S)NCCc2ccccc2)CC1	0.3%	12%	1.7%	-0.4%	-5%	-37%	6%	2%	-3%
27	COc1ccccc1CNC(=O)C(=O)NCC1OCCN1S(=O)(=O)c1ccc(Br)cc1 (configuration not stated)	-0.1%	23%	-0.2%	1.5%	-3%	-10%	2%	2%	-6%
28	CCc1cc2c(=O)c(-c3nc4ccccc4n3C)c(C)oc2c(CN2CCCCC2)c1O	0.2%	11%	-3.1%	1.0%	10%	-3%	-2%	-1%	6%
29	O=C(Nc1ncccc1Cl)c1cc2ccccc2o1	-0.1%	0%	0.7%	-5.8%	-1%	-82%	2%	-6%	-18%
30	O=C(N/N=C/c1ccccc1OC(F)F)NC1CCCCC1	-0.1%	8%	1.8%	-1.2%	7%	-6%	12%	10%	4%
31	CCOc1c(Br)cc(CNCc2cccs2)cc1OC	-0.1%	4%	2.6%	-0.5%	-5%	-11%	16%	4%	-2%
32	O=C(NCC(=O)N(c1cccnc1)C(C(=O)NCc1ccco1)c1ccccc1)c1ccco1 (configuration not stated)	-0.2%	-9%	-2.1%	5.4%	-2%	-2%	-22%	0%	9%
33	NNC(=O)c1ccc(COCC(F)(F)F)cc1	0.2%	-4%	-2.1%	0.9%	1%	-5%	10%	-2%	1%
34	CCNC(=S)Nc1ccc(Cl)c([N+](=O)[O-])c1	0.8%	1%	0.2%	-2.8%	-12%	-28%	-11%	7%	7%
35	NC(=O)CN1C(=O)C(=O)N(Cc2ccccc2)C1=O	0.0%	10%	-1.9%	-2.9%	9%	11%	-1%	2%	48%
36	CCN1CCN(c2nc3ccccc3nc2C(C#N)C(=O)OC2CCCCC2)CC1 (configuration not stated)	0.0%	36%	-0.2%	2.2%	-2%	82%*	5%	3%	-17%
37	c1ccc2c(CCNc3ncnc4nc[nH]c34)c[nH]c2c1	-0.1%	-6%	-1.5%	-3.3%	2%	20%	-6%	1%	18%
38	CCOc1ccc(N=Nc2ccc(O)c3ncccc23)cc1	0.7%	17%	-4.9%	-1.3%	9%	26%	-3%	-7%	32%
39	O=C(NCc1ccco1)c1cccc(NC(=O)c2ccccc2)c1	-0.1%	4%	0.0%	-3.3%	15%	-40%	6%	2%	10%
40	CC(C)n1c(-c2ccccc2F)n[nH]c1=S	0.1%	-5%	-1.8%	3.3%	-4%	-1%	16%	1%	-14%
41	CC1(C)Oc2ccc3ccc(=O)oc3c2C[C@H]1O	-0.1%	9%	-0.2%	2.3%	7%	-5%	1%	2%	8%
42	COc1ccc(CCN2C(=O)N(c3ccc(OC)cc3)C(=O)C2CC(=O)Nc2ccccc2)cc1 (configuration not stated)	-0.6%	13%	1.8%	-3.8%	-4%	-11%	-2%	10%	14%
43	COCCC(=O)N1CCC(Oc2ccc(C(=O)N(C)C3CCCCC3)cc2)CC1	-0.2%	-3%	0.0%	-1.1%	2%	18%	4%	6%	8%[20 µM]
44	COCCCNC(=O)c1ccc(Cn2c(=O)c3ccccc3n(Cc3ccc(C)cc3)c2=O)cc1	-0.1%	13%	-1.3%	-5.2%	20%	21%	5%	-6%	-16%
